TLR9-MyD88 inh: blocks human TLR9 binding to MyD88. CHO BLA complementation TLR9-MyD88, CCF4 FRET ratio. inhibition, % at 4.98 µM. 0.21% of 340,000 active. AID 504734;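 active = inhibition above the mean over all tested compounds plus 3 SD, cut at about 21% in these data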;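 also: 0% = DMSO only wells and 100% = clavulanate BLA inhibitor control wells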
ABCB6 inh MLPCN: blocks the human ABCB6 transporter | AID 602162 | 0.19% of 360,000 active | K562-ABCB6 porphyrin accumulation, flow cytometry, 1 h; active compounds read low | fluorescence ratio to DMSO, % at 10 µM;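 active = fluorescence ratio to DMSO below 75%, the collection mean minus 3 SD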;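 also: signal is porphyrin accumulated inside mitochondria; 100% equals median channel fluorescence of DMSO control wells; lower ratio means ABCB6 inhibition with less porphyrin fluorescence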
Vif imaging: inhibitors of HIV Vif. inhibition, % at 7.49 µM. HEK293T cells, Vif self-association by quenched fluorescence, imaging, 24 h. 0.35% of 340,000 active; in the data active = inhibition above about 50%, passing the limit was not always enough; also: some results filed as inactive read as strong as hits
MC4R ag barr: human MC4R agonism via beta-arrestin. activation, % at 8.9 µM. 0.98% of 360,000 active. U2OS MC4R beta-arrestin complementation, luminescence; percent of melanotan II response, DMSO zero. P32245;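 active = activation above a per-plate cutoff, the mean activation of sample wells on that plate plus 3 SD, cut at about 8% in these data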
Target sequence (P32245 whole entry, looked up): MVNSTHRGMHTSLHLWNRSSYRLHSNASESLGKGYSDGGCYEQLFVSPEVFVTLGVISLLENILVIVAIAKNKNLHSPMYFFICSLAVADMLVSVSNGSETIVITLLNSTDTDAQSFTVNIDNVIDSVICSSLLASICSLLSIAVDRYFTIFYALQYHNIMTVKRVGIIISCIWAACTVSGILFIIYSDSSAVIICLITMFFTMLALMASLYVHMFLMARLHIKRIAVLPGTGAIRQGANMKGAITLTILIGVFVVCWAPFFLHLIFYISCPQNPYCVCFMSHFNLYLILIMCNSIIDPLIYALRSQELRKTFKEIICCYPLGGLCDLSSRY
Exocytosis inh: lytic granule exocytosis inhibition | TALL-104 LAMP-1 surface exposure, flow cytometry; cells stimulated with thapsigargin and PMA | inhibition, % at 10 µM | AID 651702 | 0.66% of 360,000 active;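 active = inhibition above about 55%, limit read from the data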
ABHD5 PLIN5 PPI: inhibitors of human ABHD5-perilipin-5 interaction. Split G. princeps luciferase complementation, luminescence, 4 h. inhibition, % at 4 µM. 0.78% of 360,000 active;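 active = inhibition above the mean inhibition across every tested compound plus 3 SD, cut at about 22% in these data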;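 also: 0% = DMSO only wells and the 100% control is not disclosed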
NOD2-RIPK2 inh: blocks binding of human NOD2 to RIPK2; O43353; CHO BLA complementation NOD2-RIPK2, CCF4 ratio; inhibition, % at 4.98 µM; 0.38% of 360,000 active; AID 624267; in the data active = inhibition above about 21%;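 also: 0% = vehicle only and 100% = reference blocker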
Target sequence (O43353 whole entry, looked up): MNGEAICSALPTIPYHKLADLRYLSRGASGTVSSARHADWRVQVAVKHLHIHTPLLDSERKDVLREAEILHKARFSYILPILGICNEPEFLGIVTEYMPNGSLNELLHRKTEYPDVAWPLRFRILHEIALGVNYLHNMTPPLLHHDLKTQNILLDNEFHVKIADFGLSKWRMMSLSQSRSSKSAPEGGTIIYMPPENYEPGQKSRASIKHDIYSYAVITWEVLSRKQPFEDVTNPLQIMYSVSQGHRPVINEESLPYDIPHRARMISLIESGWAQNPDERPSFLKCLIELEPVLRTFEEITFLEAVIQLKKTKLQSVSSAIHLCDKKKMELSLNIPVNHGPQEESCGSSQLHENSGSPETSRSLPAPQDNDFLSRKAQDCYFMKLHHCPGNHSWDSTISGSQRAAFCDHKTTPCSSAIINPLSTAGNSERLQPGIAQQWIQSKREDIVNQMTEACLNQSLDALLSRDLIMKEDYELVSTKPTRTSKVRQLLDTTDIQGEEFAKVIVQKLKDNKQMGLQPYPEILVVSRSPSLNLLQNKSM
Glyco luc inh: blocks N-linked glycosylation in D54 reporter cells; D54 ERlucT glycosylation luciferase reporter, 24 h; percent of 100 nM tunicamycin response; reporter increase, % at 12.5 µM; 0.23% of 360,000 active; AID 588692;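 active = mean luciferase reporter signal, scaled so untreated is 0 and the glycosylation-blocking control 100, at or above a set limit in every replicate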;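 also: luciferase carries N-glycosylation sites so blocking glycosylation raises the light; 0% = median of neutral control wells and 100% = median of 100 nM tunicamycin wells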
aDG glyco act: increases alpha dystroglycan glycosylation; Pro5-aDG cells, alpha-DG glycosylation AlphaScreen (IIH6); 0% Pro5, 100% B10-LARGE cell signal; 0.22% of 360,000 active; activation, % at 10 µM;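 active = activation of at least 8% versus controls, or a plate z-score of at least 8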;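 also: Pro5 are CHO cells carrying HIG-tagged alpha-DG that lacks glycosylation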
MC4R antagonist: blocks human MC4R cAMP signaling | inhibition, % at 6.5 µM | MC4R-expressing cells, MTII-stimulated cAMP, LANCE TR-FRET | 0.48% of 360,000 active | P32245;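 active = inhibition above its plate's cutoff, the mean of tested wells on that plate plus 3 SD, cut at about 29% in these data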;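 also: 0% = Melanotan II alone and 100% = Melanotan II plus saturating MCL0020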
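Test system: U2OS cells stably expressing human melanocortin 4 receptor (MC4R); also added: Melanotan II challenge; compound: 6.5 µM single dose; timing: 30-min compound preincubation, 1-h Melanotan II challenge, 1-h detection, room temperature; signal: Eu-cAMP/anti-cAMP TR-FRET, emission 671 nm; repeats: one well per compound, no replicates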
Active calls of the source: *; nt = not tested or not shown. This is a subset; the hit share may differ from the screen's.

TLR9-MyD88 inh	ABCB6 inh MLPCN	Vif imaging	MC4R ag barr	Exocytosis inh	ABHD5 PLIN5 PPI	NOD2-RIPK2 inh	Glyco luc inh	aDG glyco act	MC4R antagonist	smiles
-3	127	-3	0.8	-4	-2	-7	-3	-0.2	-8	CN(C)c1cccc(C(=O)N/N=C/c2ccsc2)c1
-3	104	nt	-3.9	1	7	-10	nt	-0.2	8	O=C(NC1CCOCC1)C1CCC(=O)N(CCc2cccc(F)c2)C1 (stereo unspecified)
3	98	6	-2.5	-2	-1	-6	1	-0.2	10	O=C(Nc1ccnn1C1CCN(Cc2cc3ccccc3[nH]2)CC1)C1CCOC1 (stereo unspecified)
14	98	8	-1.9	-1	-2	-5	-1	0.1	3	CCN(CC)C(=O)Cn1cc(C(=O)C(=O)NCc2ccccn2)c2ccccc21
-14	113	21	1.8	22	4	-4	0	0.8	5	N#Cc1c(-c2ccc(Cl)cc2)ccn2nc(C3CCCCC3)nc12
-3	95	-15	-0.6	-2	0	0	-1	-0.2	-3	COc1ccc(CNC(=O)COC(=O)CC(NC(N)=O)c2ccc(Cl)cc2)cc1OC (stereo unspecified)
0	97	7	-0.1	-3	-2	-5	0	0.1	27	O=C(OCc1ccc(Br)cc1)c1cccnc1Cl
13	88	13	-0.6	-1	1	2	0	-0.2	8	COc1ccc(CCNC(=O)C(=O)N/N=C/c2cccs2)cc1OC
0	99	0	-0.6	5	4	-4	4	-0.2	2	COc1ccccc1C(=O)NC(=O)CSc1nnc(SC)s1
5	100	nt	-2.3	-2	-31	-10	0	-0.1	7	CC(=O)C1=C(O)C(=O)N(c2ccc(Br)cn2)C1c1ccccc1F (stereo unspecified)
-6	98	-8	0.8	-1	7	-3	3	-0.2	10	O=C(c1cccc([N+](=O)[O-])c1)N1CCCN(C(=O)c2cccc([N+](=O)[O-])c2)CC1
nt	99	-2	-1.6	1	-3	0	2	-0.1	2	Cc1nn(-c2ccccc2)c(N)c1N=O
-6	100	-3	-2.6	3	-1	-5	0	-0.2	6	O=C(COC(=O)c1cccnc1Cl)NC1CCCc2ccccc21 (stereo unspecified)
0	95	2	3.2	-5	-1	-12	-1	0.4	14	Cc1ccc(NC(=O)Cc2csc(-c3ccccc3)n2)cc1F
5	109	0	-1.0	-3	-1	-12	3	0.3	3	CC(C)N(Cc1cnn(C)c1)C(=O)C1CCC(=O)N(CCc2cccc(F)c2)C1 (stereo unspecified)
-22	98	3	-1.9	0	0	-5	-2	-0.4	24	Cc1ccc(-c2nc(NC(=O)CSc3nnnn3-c3ccccc3)ns2)cc1
nt	104	nt	-2.1	-5	-2	6	3	0.2	4	CCCNC(=O)C1(C)CCN(C(=O)c2c(Cl)cccc2Cl)C1 (stereo unspecified)
-4	100	-5	-1.3	-10	3	-3	1	1.5	6	Cc1ccc(SC(C)C(=O)N2CCC(C(N)=O)CC2)cc1 (stereo unspecified)
-2	101	-4	2.2	1	6	5	0	-0.1	13	O=C(COC(=O)c1ccc(Br)o1)Nc1ccc(Br)cc1
-1	99	-4	-1.4	6	-7	-3	-12	-0.1	-6	CC(C)C(=O)Nc1ccc(COc2ccccc2CN(Cc2ccccc2)C(=O)OC(C)(C)C)cc1
-1	104	-9	-0.2	-4	6	-3	-7	0.2	1	COc1ccc(NS(=O)(=O)c2cccc(C(=O)NCC(c3ccc(OC)cc3)N3CCCC3)c2)cc1 (stereo unspecified)
nt	100	nt	-1.9	3	-2	-8	0	-0.1	-8	Cc1cscc1NC(=O)/C=C/C(=O)O
-9	99	5	-0.5	0	-6	9	1	0.1	5	C=CCOC1COC2C(OCC=C)COC12 (stereo unspecified)
10	102	-12	-2.8	1	8	7	2	0.3	-4	CCc1c(C)nc2ncnn2c1N1CCCC(C(=O)NCCc2ccccc2)C1 (stereo unspecified)
-1	94	9	-2.1	-3	-3	-8	3	-0.1	1	O=C1COc2ccc(NC(=O)N3CCN(c4ccc(F)cc4)CC3)cc2N1
-5	101	-7	4.3	-1	2	1	-1	0.0	7	O=C(COc1ccccc1)Nc1nc(-c2cccnc2)cs1
7	96	23	1.8	-2	2	-16	-2	0.1	6	COc1ccc(Cl)cc1NC(=O)Nc1ccc(Br)cn1
-2	99	11	-1.1	-2	0	-6	4	-0.2	-2	CCOc1ccc(/C=N/NC(=O)C(=O)NCc2ccco2)cc1
-9	88	-1	2.5	-1	10	-2	0	-0.2	7	O=C(NCCN1C(=O)S/C(=C\c2ccc(Cl)c(Cl)c2)C1=O)c1ccc2c(c1)C(=O)N(Cc1ccncc1)C2=O
6	92	-15	-3.4	-2	-10	-2	-1	-0.1	-4	Cc1ccc(NC(=O)c2ccc3c(=O)n4c(nc3c2)CCCCC4)nc1
2	103	-23	0.4	-8	-1	-10	-2	0.4	4	N#C[C@H]1C(O)C(O)c2ccccc2N1C(=O)c1ccccc1 (stereo partly specified)
-7	103	nt	-0.4	-2	3	-8	-1	0.1	6	CC(CCc1ccccc1)NC(=O)c1ccc(Cl)nc1 (stereo unspecified)
-4	105	0	-2.9	-10	-3	-3	2	0.1	4	CCOCC(=O)Nc1c(C(=O)OCC)oc2ccccc12
-5	94	-8	0.1	-1	4	-8	-2	0.7	4	COc1cccc(O)c1CN1CCC(C(=O)Nc2ccc(Oc3cccnc3)cc2)CC1
3	96	3	-0.8	0	-7	-10	0	-0.2	-1	O=C(NC1CCN(C(=O)N2CCOCC2)CC1)c1ccccc1
-6	91	1	-0.5	-3	8	-1	2	-0.1	-3	COC(=O)C1=C(C)N(CCc2ccc(OC)c(OC)c2)C(=O)/C1=C\N(C)C
6	99	0	3.9	15	7	-1	2	0.2	3	Cc1c(NC(=O)c2c(O)c3ccccc3n(C)c2=O)c(=O)n(-c2ccccc2)n1C
nt	94	nt	nt	-7	0	-4	nt	-0.1	nt	CCCCNC(=O)C[C@@H]1C[C@@]2(C(=O)OC)CCCCC=C2N(Cc2ccccc2)C1=O
3	91	0	1.8	1	-6	-5	1	0.6	17	CCOc1nc(SCCOc2ccc(C)cc2)nc(N(C)C)n1
2	93	-3	-1.6	0	1	-1	1	0.1	-4	CSc1nnc(C)c(/C=C/NOCc2ccc(Cl)cc2)n1

Among those listed so far, 4 contain bromine:
TLR9-MyD88 inh	ABCB6 inh MLPCN	Vif imaging	MC4R ag barr	Exocytosis inh	ABHD5 PLIN5 PPI	NOD2-RIPK2 inh	Glyco luc inh	aDG glyco act	MC4R antagonist	smiles
0	97	7	-0.1	-3	-2	-5	0	0.1	27	O=C(OCc1ccc(Br)cc1)c1cccnc1Cl
5	100	nt	-2.3	-2	-31	-10	0	-0.1	7	CC(=O)C1=C(O)C(=O)N(c2ccc(Br)cn2)C1c1ccccc1F (stereo unspecified)
-2	101	-4	2.2	1	6	5	0	-0.1	13	O=C(COC(=O)c1ccc(Br)o1)Nc1ccc(Br)cc1
7	96	23	1.8	-2	2	-16	-2	0.1	6	COc1ccc(Cl)cc1NC(=O)Nc1ccc(Br)cn1

Next part:
TLR9-MyD88 inh	ABCB6 inh MLPCN	Vif imaging	MC4R ag barr	Exocytosis inh	ABHD5 PLIN5 PPI	NOD2-RIPK2 inh	Glyco luc inh	aDG glyco act	MC4R antagonist	smiles
nt	102	-1	1.8	6	-5	9	-3	0.2	4	Cc1c(C(=O)NCc2ccc(C(F)(F)F)cc2)sc(=O)n1Cc1cccc(F)c1
-20	99	9	0.1	-1	2	-7	1	0.4	-1	O=C(NC1CCSC1=O)c1cccc(C(=O)NC2CCSC2=O)c1 (stereo unspecified)
4	103	0	0.3	1	0	-3	4	0.2	1	Cc1c(CCC(=O)O)c(=O)oc2cc3occ(C(C)(C)C)c3cc12
7	110	-5	2.0	1	3	-10	1	0.1	3	Cc1cc(C)n(C(=O)c2ccc(C)c(S(=O)(=O)N3CCOCC3)c2)n1
-11	96	-3	-0.4	0	7	-3	-3	-0.1	-1	CC(C)(C)c1ccc(OCCN2CCCC2)cc1
-6	101	5	-2.9	-2	3	-6	1	-0.2	2	O=C(CCNS(=O)(=O)c1cccc2nonc12)NC1CCCCC1
-7	97	-3	-2.9	4	-9	8	1	0.2	10	COc1ccc(N2CCN(C(CNC(=O)C3CCCCC3)c3ccco3)CC2)cc1 (stereo unspecified)
-7	94	0	-1.3	-16	-7	0	0	0.1	-1	Cc1noc(C)c1COc1ccc(C(=O)N2CC(C)CC(C)C2)cc1 (stereo unspecified)
nt	104	-5	2.1	1	4	5	1	0.0	4	Cc1ccc([N+](=O)[O-])cc1S(=O)(=O)N1CCC(C)CC1
-1	98	12	0.1	34	1	2	17	-0.2	3	Cc1ccc(CNC(=O)Cc2ccc(Br)cc2)cc1
9	108	-13	-2.9	-2	-2	-7	-12	1.1	-17	CCN(CC)C(=O)c1ccc2nc3ccccc3nc2c1
-5	95	nt	-1.4	-2	-2	5	-1	0.3	5	O=C(CCn1c(=O)oc2ccc(Cl)cc21)N1CCN(Cc2ccccc2)CC1
2	100	7	-0.6	0	5	0	-2	-0.1	6	CCCC(NS(=O)(=O)c1ccc(Br)cc1)C(=O)O (stereo unspecified)
-8	102	2	-1.1	0	2	6	-2	0.1	2	Cc1cccc(NC(=O)CN2CCC(NC(=O)C3CCCCC3)CC2)c1C
-8	97	4	0.9	-1	1	-13	-1	-0.1	10	CCOCCCNC(=O)C(c1ccccc1)N(Cc1cccs1)C(=O)c1ccccc1O (stereo unspecified)
5	102	8	-0.9	-4	-1	-5	0	-0.1	11	O=C(c1ccccc1F)N(Cc1ccc(F)cc1)C1CCS(=O)(=O)C1 (stereo unspecified)
2	96	-9	1.1	5	10	8	-2	0.0	6	CCc1cc2c(CN3CCN(Cc4ccccc4)CC3)cc(=O)oc2cc1O
-10	93	3	0.0	66*	10	6	-7	0.0	-2	COc1ccccc1N(CC(=O)Nc1ccc(Cc2ccncc2)cc1)S(=O)(=O)c1ccccc1
-3	95	-1	-1.6	-2	0	6	-1	0.2	8	Cc1ccc(NC(=O)OCC(F)(F)C(F)F)cc1NC(=O)OCC(F)(F)C(F)F
1	101	-4	1.2	1	0	6	2	0.1	4	Cn1ncc2c(N3CCN(c4ccccc4F)CC3)ncnc21
4	83	74*	-1.3	15	-9	-11	-4	-0.1	-3	O=C(c1cc(-c2ccccc2O)on1)N1CCCCCC1
-1	98	14	-0.6	-3	-5	-2	-2	-0.1	4	CCC1CCCCN1S(=O)(=O)c1ccc(NC(=O)C2CC(=O)N(C(C)(C)C)C2)cc1 (stereo unspecified)
-5	99	0	-1.5	-6	0	0	-1	-0.1	-3	CC(C)CCN1CC(=O)N2[C@@H](Cc3c([nH]c4ccccc34)C2(C)C)C1=O
-4	100	-2	-3.2	0	-3	-11	1	0.1	9	CC(=O)Nc1ccc2nc(NC(=O)COc3ccccc3C)sc2c1
0	96	-5	-0.5	5	-2	-9	0	0.1	-2	CCOC(=O)[C@H]1[C@H]2COc3ccc(Cl)cc3[C@@H]2N2C(=O)CNC(=O)[C@@]12C
9	102	7	-1.9	-2	-3	-1	3	-0.3	5	CCN1C(=O)CS/C1=N\S(=O)(=O)c1ccc(Cl)cc1

Compound activity as filed in PubChem BioAssay.
